High-throughput results (PubChem)
GSK3A inh = blocks human GSK-3 alpha kinase. P49840. ADP-Glo luminescence, 60 min. inhibition, % at 10 µM. actives 0.1% (n = 320,000). AID 2650;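 in the data active = inhibition above about 50%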;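 also: GST-tagged GSK-3 alpha with peptide substrate and 25 µM ATP; 0% = DMSO neutral wells and 100% = GW8510 positive control wells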
Target sequence (P49840 whole entry, looked up): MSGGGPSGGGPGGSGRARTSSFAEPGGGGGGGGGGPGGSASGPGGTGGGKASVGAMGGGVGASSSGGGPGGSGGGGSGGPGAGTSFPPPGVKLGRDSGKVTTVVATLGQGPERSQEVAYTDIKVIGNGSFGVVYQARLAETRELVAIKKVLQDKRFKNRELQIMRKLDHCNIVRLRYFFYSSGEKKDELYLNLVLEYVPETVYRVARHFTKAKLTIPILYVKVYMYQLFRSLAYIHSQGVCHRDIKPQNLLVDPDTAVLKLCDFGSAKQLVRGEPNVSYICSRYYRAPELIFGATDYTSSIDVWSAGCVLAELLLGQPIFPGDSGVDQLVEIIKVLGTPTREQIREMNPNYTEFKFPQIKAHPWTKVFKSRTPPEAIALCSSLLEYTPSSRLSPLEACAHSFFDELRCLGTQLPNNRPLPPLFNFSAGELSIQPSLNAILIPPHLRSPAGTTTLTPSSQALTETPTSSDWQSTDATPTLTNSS
DYRK1A inh = inhibitors of rat Dyrk1A kinase | Q63470 | ADP-Glo luminescence, NFATc1 peptide | inhibition, % at 12.5 µM | actives 0.43% (n = 310,000) | AID 504441; in the data active = inhibition above about 50%;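 also: plate controls were vehicle with enzyme for no effect and no enzyme for full effect; many of its hits are not listed in these tables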
An asterisk follows results filed as active.

SMILES | DYRK1A inh | GSK3A inh
CN(CC(=O)Nc1cccc2ccccc12)C(=O)c1ccc(NC(=O)CC#N)cc1 | 8 | 1
CCC(NC(=O)C(C)NC)C(=O)N1CCCC1C(=O)NC1CCCc2ccccc21 (stereo not given) | 0 | -5
CN(C(=O)CSc1nnc2n1CCCCC2)C1(C#N)CCCCC1 | -1 | 2
Cc1sc2ncnc(SCC(=O)Nc3ccc(CN4CCCC4)cc3)c2c1C | 1 | 0
O=C1CN(C(=O)CN2C(=O)NC(c3ccccc3)(c3ccccc3)C2=O)c2ccccc2N1 | 6 | -1
Cc1ccc(C2(C)NC(=O)N(CC(=O)N3CCc4ccccc43)C2=O)cc1 (stereo not given) | 3 | -3
Cc1cc(C(=O)COC(=O)c2ccc(NC(=O)CC#N)cc2)c(C)n1CCc1ccc(F)cc1 | 2 | -4
O=C1C=C(c2cc(C(F)(F)F)cc(C(F)(F)F)c2)C[C@@H](c2ccc(Cl)cc2)C1 | -2 | -2
Cc1ccsc1CN(C)CC(=O)Nc1ccccc1C(=O)NC1CC1 | 10 | -2
Cc1ccc(SCC(=O)OCC(=O)N(C)C2CCS(=O)(=O)C2)cc1C (stereo not given) | 6 | -3
O=C(OCC(=O)N1CCN(Cc2ccccc2)CC1)c1cc(Cl)ccc1[N+](=O)[O-] | 0 | -6
CC(C)n1cnc2c(NCc3ccccc3)cc(Cc3ccc(F)cc3)cc21 | 11 | 0
O=C(C[C@H]1C/C=C\CC[C@@H](Cc2ccc(F)cc2)C(=O)O[C@@H](c2ccccc2)CNC1=O)N[C@@H](CO)Cc1ccccc1 | 10 | -2
O=S(=O)(c1ccc2c(c1)CCN2)N1CCCC1 | -1 | 0
N#CCCN(C(=O)COC(=O)c1ccc2c(c1)OCCO2)c1ccccc1 | -5 | -2
N#CCCN(Cc1cccnc1)C(=S)NC(=O)c1ccccc1 | -3 | -2
CCCCc1nnc(NC(=O)CCS(=O)(=O)c2ccc(C)cc2)s1 | 10 | -2
N#Cc1ccccc1OCC(=O)OCC(=O)NC1CCCCCC1 | -6 | -1
CN(C(=O)c1ccc(NC(=O)Cc2ccc(NC(=O)C3CCCN(C(=O)C4CCC4)C3)cc2)cc1)C1CC1 (stereo not given) | 6 | 0
O=C(CCl)Nc1ccc(S(=O)(=O)NC2=NCCCCC2)cc1 | 4 | 0
C=CC[C@@H](CC(=O)N[C@@H](CO)Cc1ccccc1)C(=O)N[C@H](COC(=O)[C@H](CC=C)CC(=O)OC(C)(C)C)Cc1c[nH]c2ccccc12 | 3 | -1
CC[C@@]1(C(=O)OC)N[C@H](CN(C)C(=O)Nc2ccc(Cl)cc2)[C@@H]2C(=O)N(Cc3ccccc3)C(=O)[C@@H]21 | -3 | 1
Nc1c(N(Cc2ccco2)C(=O)c2cccc(Cl)c2)c(=O)[nH]c(=O)n1Cc1ccccc1 | 2 | -1
O=C(OCCOc1ccccc1F)c1cccc(S(=O)(=O)N2CCOCC2)c1 | -1 | -2
Cc1cc(=O)oc2cc(OCC(=O)NC3CCCCC3)c(Cl)cc12 | 6 | 0
COC(=O)c1ccc(NC(=O)CNC(=O)c2sc3ccccc3c2Cl)cc1 | 2 | 18
COc1ccc([C@@H]2CC=C(C(=O)O)[C@H](c3ccc(Cl)cc3)N2S(=O)(=O)c2ccc(C)cc2)cc1OC | -5 | -1
COc1cccc(-c2ncc3ccccc3c2COC(=O)c2ccc(Br)cc2)c1 | 0 | -2
O=C(Nc1ccc(Cl)c(S(=O)(=O)N2CCOCC2)c1)c1ccncc1 | 3 | -1
CCOC(=O)[C@H]1[C@H]2COc3ccccc3[C@@H]2N2C(=O)c3cc(F)c(F)cc3NC(=O)[C@@]12C | 3 | 1

The final 2 entries of the part before lead into the next.
SMILES | DYRK1A inh | GSK3A inh
O=C(Nc1ccc(Cl)c(S(=O)(=O)N2CCOCC2)c1)c1ccncc1 | 3 | -1
CCOC(=O)[C@H]1[C@H]2COc3ccccc3[C@@H]2N2C(=O)c3cc(F)c(F)cc3NC(=O)[C@@]12C | 3 | 1
N#Cc1ccccc1S(=O)(=O)N1CCC(C(=O)NCc2ccccc2CN2CCCC2)CC1 | 5 | 14
CCOC(=O)C1=C(c2ccccc2)NC(=O)NC1c1cc(OC)c(OC)c(OC)c1 (stereo not given) | -4 | 5
CC(=O)c1ccc(N2CCN(C(=O)c3cn(Cc4ccccc4)nc3-c3cccnc3)CC2)c(F)c1 | -3 | -5
C[C@H]1O[C@@H](O[C@H]2CC[C@@]3(C)C(CC[C@]4(C)C3C=CC3=C5CC(C)(C)CC[C@]5(CO)[C@H](O)C[C@]34C)[C@]2(C)CO)[C@H](O)[C@@H](O[C@@H]2O[C@H](CO)[C@@H](O)[C@H](O)[C@H]2O)[C@H]1O (stereo not given in full) | 9 | 1
O=C(c1cccc(S(=O)(=O)N2CCOCC2)c1)N(Cc1ccco1)Cc1cccs1 | 2 | -1
CCN(C[C@H]1N[C@@](CC)(C(=O)OC)[C@H]2C(=O)N(Cc3ccccc3)C(=O)[C@@H]12)S(=O)(=O)c1ccc(C)cc1 | 18 | 1
COCCn1c(C)cc(C(=O)CN2c3cccc4cccc(c34)S2(=O)=O)c1C | -1 | -1
COc1ccc2cc(C=NS(=O)(=O)c3ccc(C)cc3)n(C)c2c1 | 14 | -1
CCN(CC(=O)Nc1ccc(NC(C)=O)cc1)C(=O)c1sc2nc3n(c(=O)c2c1C)CCC3 | -3 | -5
O=C(O)CCNS(=O)(=O)c1cccc2nsnc12 | 5 | -2
CS(=O)(=O)N(Cc1nc(-c2ccc(F)cc2)no1)c1ccccc1Cl | -6 | -3
O=S(=O)(c1ccccc1)c1nc(-c2ccc(F)cc2)oc1NCC1CCCO1 (stereo not given) | 3 | 0
COc1ccc(-c2c(C#CC(C)(C)O)c3ccccc3n2C)cc1 | 3 | -2
CCN(c1ccccc1)S(=O)(=O)c1ccc2c(c1)OCCO2 | -1 | -4
COc1ccc(CCNC(=O)COC(=O)/C=C/c2ccc(OC)cc2OC)cc1 | 2 | 0
COc1cc(C(=O)OCC(=O)NC2CCCCC2)cc2c1OCCO2 | 0 | -2
CC12CCC(=O)N1C(C(=O)NNC(=O)c1ccc(Cl)cc1)CS2 (stereo not given) | -6 | 14
O=C(Nc1ccc(Cl)c(S(=O)(=O)N2CCOCC2)c1)[C@@H]1CCCN1C(=O)c1cccs1 | -3 | 0
COc1cccc(NC(=O)CN(C)C(=O)c2cccc(S(=O)(=O)Nc3ccccc3OC)c2)c1 | -4 | -1
CCC(C(=O)Nc1ccc(N2CCOCC2)c(S(=O)(=O)Nc2ccccc2OC)c1)c1ccccc1 (stereo not given) | -3 | 2

Retrieved one by one from above (three):
SMILES | DYRK1A inh | GSK3A inh
COc1cc(C(=O)OCC(=O)NC2CCCCC2)cc2c1OCCO2 | 0 | -2
O=S(=O)(c1ccccc1)c1nc(-c2ccc(F)cc2)oc1NCC1CCCO1 (stereo not given) | 3 | 0
CCC(C(=O)Nc1ccc(N2CCOCC2)c(S(=O)(=O)Nc2ccccc2OC)c1)c1ccccc1 (stereo not given) | -3 | 2

Sorted by the number under GSK3A inh (highest first): some entries from above
Compound | GSK3A inh
CN(C(=O)CSc1nnc2n1CCCCC2)C1(C#N)CCCCC1 | 2
C[C@H]1O[C@@H](O[C@H]2CC[C@@]3(C)C(CC[C@]4(C)C3C=CC3=C5CC(C)(C)CC[C@]5(CO)[C@H](O)C[C@]34C)[C@]2(C)CO)[C@H](O)[C@@H](O[C@@H]2O[C@H](CO)[C@@H](O)[C@H](O)[C@H]2O)[C@H]1O (stereo not given in full) | 1
COc1cccc(-c2ncc3ccccc3c2COC(=O)c2ccc(Br)cc2)c1 | -2

Seven successive entries from above, quoted:
SMILES | DYRK1A inh | GSK3A inh
O=S(=O)(c1ccccc1)c1nc(-c2ccc(F)cc2)oc1NCC1CCCO1 (stereo not given) | 3 | 0
COc1ccc(-c2c(C#CC(C)(C)O)c3ccccc3n2C)cc1 | 3 | -2
CCN(c1ccccc1)S(=O)(=O)c1ccc2c(c1)OCCO2 | -1 | -4
COc1ccc(CCNC(=O)COC(=O)/C=C/c2ccc(OC)cc2OC)cc1 | 2 | 0
COc1cc(C(=O)OCC(=O)NC2CCCCC2)cc2c1OCCO2 | 0 | -2
CC12CCC(=O)N1C(C(=O)NNC(=O)c1ccc(Cl)cc1)CS2 (stereo not given) | -6 | 14
O=C(Nc1ccc(Cl)c(S(=O)(=O)N2CCOCC2)c1)[C@@H]1CCCN1C(=O)c1cccs1 | -3 | 0

Going on with the list:
SMILES | DYRK1A inh | GSK3A inh
CN(C)C(=O)c1ccc(NC(=O)COC(=O)c2cc3c(s2)CCCCC3)cc1 | -7 | 0
CCN(CC)c1ccc(/C=N/N2CC(=O)NC2=S)cc1 | 4 | -2
Nc1ccc(-c2c3ccc(=O)cc-3oc3cc(O)ccc23)c(C(=O)O)c1 | 11 | 0
COc1cc(OC)cc(-c2c(C#Cc3ccsc3)c3cc(-c4ccc(OC)c(OC)c4)ccc3n2C)c1 | -1 | -2
Cc1ccc(S(=O)(=O)N2CCN(C(=O)C3CC(=O)N(c4ccc5c(c4)OCCO5)C3)CC2)cc1 (stereo not given) | 3 | 2
Cc1ccc(Cl)c2c1NC(=O)C2=O | 7 | -5
COc1cc2ccccc2cc1C(=O)OCC(=O)c1c(N)n(C)c(=O)n(C)c1=O | 6 | 1

An excerpt; the hit share may differ from the screen's.
